MDM2 E3 inh: inhibitors of human Mdm2 E3 ubiquitin ligase | Q00987 | cell-based MDM2 ubiquitination luciferase reporter, 2 h; 0 = plate control, 100 = twice control, blank-subtracted | signal enhancement, % at 5 µM | 210,000 tested, 0.11% active;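 active means signal enhancement of 30% or more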;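 further: luminescence tracks abundance of the self-degrading MDM2-luciferase fusion protein; higher signal means inhibition of MDM2 E3 ligase activity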
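test system = mammalian cells stably expressing self-ubiquitinating, self-degrading MDM2 E3–luciferase fusion | quantity = 2000 cells/well | incubation = cell settling 4 h, compound treatment 2 h, both 37 °C | signal = luminescence with SteadyLite reagent, 15 min at room temperature | evaluation = % enhancement relative to plate controls after blank subtraction | benchmarks = plate controls and plate blanks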
Rad51 HR inh: blocks human Rad51 in homologous recombination. Q06609. hRad51 DNA strand exchange, fluorescence dequenching. inhibition, % at 10 µM. 200,000 tested, 0.085% active;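 active means inhibition above 40% at the single screening dose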;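 further: 0% = DMSO control wells and 100% = blanks with heterologous ssDNA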
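System: hRad51 filaments on single-stranded DNA; reagent: Fluorescein- and BHQ1-tagged 47-mer duplex; compound dosing: one concentration, 10 µM final; timing: filaments 15 min 37 °C, then compound 30 min; measured by: fluorescein emission 520 nm, excitation 485 nm; benchmarks: per-plate controls and blanks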
KCC2 mod: modulators of human KCC2 chloride dependent transport; Q9H2X9; KCC2 cells, thallium flux FluoZin-2 fluorescence; B-score of Tl+ flux slope (higher = more flux/activation; lower = inhibition) at 10 µM; 190,000 tested, 2.2% active;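 active means thallium flux slope and its plate-corrected score both differing from the plate sample mean at a set confidence after two filtering rounds, in either direction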;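 further: slope of fluorescence scaled to starting intensity during 10 to 20 s after thallium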
Calpain2 inh: calpain II (pig) inhibition | inhibition, % at 16 µM | 220,000 tested, 0.37% active | purified calpain II, fluorogenic peptide substrate, 30 min | AID 1236;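 active means inhibition above about 50%, limit read from the data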
TNF necrop inh: inhibitors of TNF-alpha induced necroptosis in Jurkat FADD-/- cells. Jurkat FADD-/- TNF necroptosis rescue, ATP luminescence, 24 h; 0 = TNF only, 100 = no-TNF cells. 220,000 tested, 0.068% active. activation (protection from cell death), % at 10 µM;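 active means activation, meaning protection from cell death, of at least 50% relative to plate controls; inactive means activation below 50%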;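 further: necroptosis triggered by 40 ng/mL TNF-alpha added together with compound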
L929 necroptosis: L929 zVAD cell death inhibition; viability rescue, % at 10 µM; L929 zVAD necroptosis rescue, ATP luminescence, 24 h; with zVAD 60 µM; 220,000 tested, 0.38% active; AID 1377;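 active means activation, scaled between plate controls, above about 75%, limit read from the data; inactive means activation under that limit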;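 further: 0% = zVAD with DMSO and 100% = DMSO alone without zVAD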
PERK inhibitor: inhibitors of human PERK kinase; CHO PERK-DD fusion, SEAP luminescence translation reporter; inhibition, % at 5.6 µM; 220,000 tested, 0.17% active; AID 1416;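 active means inhibition above the mean inhibition of all tested compounds plus 3 SD, set separately per screening campaign, cut at about 2.9% in these data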;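 further: PERK kinase domain activated by AP20187 dimerizer at 100 nM; 0% = DMSO with dimerizer and 100% = rapamycin at 8.4 µM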
Target sequence (Q9NZJ5 whole entry, looked up, the tested form may be a part): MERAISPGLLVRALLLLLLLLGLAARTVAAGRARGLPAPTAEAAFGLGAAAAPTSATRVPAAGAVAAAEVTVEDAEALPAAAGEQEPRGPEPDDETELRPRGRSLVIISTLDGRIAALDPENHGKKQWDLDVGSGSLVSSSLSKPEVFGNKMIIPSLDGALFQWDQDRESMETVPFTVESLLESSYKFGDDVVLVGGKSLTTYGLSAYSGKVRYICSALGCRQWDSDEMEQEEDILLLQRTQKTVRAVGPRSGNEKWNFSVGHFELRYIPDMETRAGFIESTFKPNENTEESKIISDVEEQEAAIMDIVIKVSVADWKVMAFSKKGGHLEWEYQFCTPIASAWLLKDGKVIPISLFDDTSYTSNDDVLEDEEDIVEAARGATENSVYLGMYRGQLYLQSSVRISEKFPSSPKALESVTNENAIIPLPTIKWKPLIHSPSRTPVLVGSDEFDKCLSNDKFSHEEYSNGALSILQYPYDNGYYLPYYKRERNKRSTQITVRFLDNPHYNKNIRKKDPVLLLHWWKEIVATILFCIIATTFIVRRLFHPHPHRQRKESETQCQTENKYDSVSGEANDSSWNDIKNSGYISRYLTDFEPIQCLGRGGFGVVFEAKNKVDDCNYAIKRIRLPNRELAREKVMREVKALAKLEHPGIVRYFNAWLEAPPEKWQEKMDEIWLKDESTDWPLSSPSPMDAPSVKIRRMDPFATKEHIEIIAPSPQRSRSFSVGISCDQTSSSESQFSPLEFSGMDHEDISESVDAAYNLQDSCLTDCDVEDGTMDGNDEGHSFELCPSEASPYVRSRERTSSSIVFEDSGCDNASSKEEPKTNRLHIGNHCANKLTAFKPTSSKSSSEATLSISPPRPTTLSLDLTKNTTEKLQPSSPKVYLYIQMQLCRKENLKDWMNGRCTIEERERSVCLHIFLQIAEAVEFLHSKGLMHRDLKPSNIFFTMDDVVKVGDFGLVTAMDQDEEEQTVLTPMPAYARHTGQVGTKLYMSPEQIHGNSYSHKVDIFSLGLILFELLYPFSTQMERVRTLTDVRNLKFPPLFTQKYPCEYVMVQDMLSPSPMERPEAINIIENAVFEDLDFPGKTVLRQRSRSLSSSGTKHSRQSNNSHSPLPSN
eIF4E-4G inh: eIF4E/eIF4G interaction inhibition in translation initiation | P63073+Q04637 | TR-FRET eIF4E-eIF4GI(517-606) binding, 2 h | inhibition, % at 21.7 µM | 220,000 tested, 0.37% active | AID 782;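 active means inhibition above about 30%, limit read from the data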;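 further: 0% = full FRET control wells and 100% = background wells lacking eIF4GI fragment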
EBV gp42 inh: inhibitors of Epstein-Barr virus glycoprotein 42; inhibition, % (tested at 21.74 µM); AID 1085; Fluorescence polarization binding assay, mP read-out; 220,000 tested, 0.42% active; Q1HVG2; in the data active means inhibition above about 50%
An asterisk follows results filed as active; . = no result given; [ ] = another dose, or the depositor's remark.

SMILES	MDM2 E3 inh	Rad51 HR inh	KCC2 mod	Calpain2 inh	TNF necrop inh	L929 necroptosis	PERK inhibitor	eIF4E-4G inh	EBV gp42 inh
O=C1CC(NNc2nc3ccccc3s2)C(=O)N1c1ccccc1 (stereo unspecified)	-8	2	1.3	19	-0.5	0.0	0.7	6	-6
COC(=O)CCCC1=CC2=C(c3ccccc3)C(=O)C(C)(OC(=O)C3CCCC3)C(=O)C2=CN1C1CC1 (stereo unspecified)	16	4	-1.6	-6	0.0	0.4	.	4	-5
COc1cccc(C(=O)N(CN2CCCC2=O)c2cc(C)on2)c1	-22	4	.	16	-0.1	1.2	0.4	0	-18
Cc1ccc(S(=O)(=O)Nc2ccccc2C(=O)Nc2sccc2C(=O)NN(C)C)cc1	.	-13	-0.025	-51	0.7	.	-0.3	1[fluorescence artefact?]	6
Cc1nn(S(=O)(=O)c2cccc([N+](=O)[O-])c2)c(C)c1Br	-11	6	0.52	2	1.5	1.2	0.1	-1	-5
COc1ccc(CCNC(=O)c2n[nH]c3ccccc23)cc1	-28	-7	-0.68	27	1.8	-1.9	0.9	1	-2
COc1ccc(Cl)cc1N(CC(=O)N1CCC(C)CC1)S(C)(=O)=O	19	-3	.	8	0.6	1.3	1.0	0	-7
CC1CCN(Cc2ccc(NC(=O)C3CCN(c4nnc(-n5cccc5)s4)CC3)cc2)CC1	-9	4	-0.56	-14	-4.9	5.2	-1.7	-17	-6

Another view of 3 compounds above:
> Cc1nn(S(=O)(=O)c2cccc([N+](=O)[O-])c2)c(C)c1Br
  MDM2 E3 inh = -11
  Rad51 HR inh = 6
  KCC2 mod = 0.52
  Calpain2 inh = 2
  TNF necrop inh = 1.5
  L929 necroptosis = 1.2
  PERK inhibitor = 0.1
  eIF4E-4G inh = -1
  EBV gp42 inh = -5
> COC(=O)CCCC1=CC2=C(c3ccccc3)C(=O)C(C)(OC(=O)C3CCCC3)C(=O)C2=CN1C1CC1 (stereo unspecified)
  MDM2 E3 inh = 16
  Rad51 HR inh = 4
  KCC2 mod = -1.6
  Calpain2 inh = -6
  TNF necrop inh = 0.0
  L929 necroptosis = 0.4
  PERK inhibitor = .
  eIF4E-4G inh = 4
  EBV gp42 inh = -5
> COc1cccc(C(=O)N(CN2CCCC2=O)c2cc(C)on2)c1
  MDM2 E3 inh = -22
  Rad51 HR inh = 4
  KCC2 mod = .
  Calpain2 inh = 16
  TNF necrop inh = -0.1
  L929 necroptosis = 1.2
  PERK inhibitor = 0.4
  eIF4E-4G inh = 0
  EBV gp42 inh = -18

Following part.
SMILES	MDM2 E3 inh	Rad51 HR inh	KCC2 mod	Calpain2 inh	TNF necrop inh	L929 necroptosis	PERK inhibitor	eIF4E-4G inh	EBV gp42 inh
NC(=O)c1ccccc1NC(=O)NC1CCCCC1	.	-3	.	-17	-1.7	0.1	1.2	-1	0
COCC(=O)Nc1cc(C(=O)NCCc2ccccc2)ccc1Cl	-11	.	0	8	2.5	.	0.4	-4	-2
C/C(=N\NC(=O)c1sccc1-n1cccc1)c1cccs1	-13	-17	0.24	2	0.1	2.1	1.3	0	-12
O=[N+]([O-])c1ccc(Oc2ccc(F)cc2Br)c2ccncc12	-1	9	1.1	-8	-2.8	1.3	0.3	5	-2
O=C(C1CC1)N1CCN(S(=O)(=O)c2ccc3c(c2)OCCO3)CC1	-15	4	.	-22	0.7	1.4	1.4	5	0
N=C1C(=O)OCC1c1ccccc1NC(=O)CN1CCCCC1 (stereo unspecified)	0	.	0.54	11	1.0	-0.6	0.8	0	-5
CCOC(=O)c1sc2ncn(/N=C/c3cccnc3)c(=O)c2c1C	-21	5	.	19	-1.6	0.3	-1.2	-5	16
COc1ccc(NC(=O)N/C=C/c2ccccc2)cc1	-5	-1	-0.45	-12	1.9	46	0.9	-3	-7
Cc1nn(CC(=O)Nc2ccc3c(c2)nc(CN2CCCC2)n3C)c(=O)c2ccccc12	-2	0	0.42	-23	0.0	0.1	-0.3	8	-9
CC1CC2=C(NC(=S)NC2c2ccccc2F)/C(=C/c2ccccc2F)C1 (stereo unspecified)	-24	.	1.1	-61	-5.4	-1.1	0.2	3	5
O=C(NC1CCCC1)C(c1cc2c(cc1[N+](=O)[O-])OCO2)N1CCCC1 (stereo unspecified)	-8	6	-0.47	-12	-1.4	0.2	-0.6	3	-4
COc1ccc(N/C=C\C(=O)c2ccc(C)cc2)cc1OC	-13	9	-0.73	30	0.1	4.6	0.1	3	-13
CCN1C(=O)N(C)[C@@H](c2ccccc2)C(C(=O)OC)=C1C	9	2	-0.57	-4	0.9	-0.6	.	-5	-12
COc1ccc(NC(=O)c2cccnc2N2CCCC2)cc1	-20	-5	.	10	-0.5	0.2	0.4	2	-8
Cc1ccccc1Nc1nc(N)nc(CSc2nncn2C)n1	-13	6	-0.78	-22	0.4	0.9	0.3	0	0
Cc1ccc(-n2c(N)c(Br)c(=O)[nH]c2=O)cc1C	-4	1	0.44	18	1.6	1.9	0.8	-8	-9
Cc1cccc(-c2nsc(SCC(=O)Nc3ccc4c(c3)OCO4)n2)c1	-1	-5	0.23	6	-2.1	0.0	0.4	1	-6
Cc1nn(-c2ccccc2)c2sc(C(=O)N3CCCCC3)cc12	-14	12	.	24	1.5	2.9	0.1	5	5
Cc1ccc(Oc2ccc(Cl)cc2NC(=O)c2ccc(F)cc2F)cc1	-13	5	0.51	-2	1.0	1.5	0.9	-1[fluorescence artefact?]	-10
CN(C)C(=S)Nc1nc2ccccc2s1	-6	-103	69*	18	-1.5	-1.9	-1.4	3	-3
CN1CCN(c2nc3ccccc3nc2C(C#N)C(=O)OC2CCCCC2)CC1 (stereo unspecified)	-18	-2	0.13	-11	-5.8	-0.2	-1.0	-1[fluorescence artefact?]	-4
Cc1cc(C(=O)COC(=O)c2ccc(Br)o2)c(C)n1Cc1ccco1	-90	-12	0.41	11	-2.4	0.1	0.6	2	11
CN1C(=O)C(CC(=O)Nc2ccc(F)cc2)N(Cc2ccco2)C1=S (stereo unspecified)	-1	-9	-1.1	-3	0.6	1.2	0.4	1	-4
Cc1nn(CC(=O)c2ccccc2Cl)c(C)c1[N+](=O)[O-]	-27	6	0.51	-16	1.3	6.1	0.3	4	-9
Cc1c(NS(=O)(=O)c2cc(Br)cc3c2N(C(=O)C2CC2)CC3)c(=O)n(-c2ccccc2)n1C	-10	9	-0.1	-15	0.0	1.6	0.8	2	-2
Cc1cccnc1NC(=O)C1CCN(S(=O)(=O)c2c(C)noc2/C=C/c2ccco2)CC1	-6	-3	-1.5	13	1.6	0.9	0.0	3	4
CC1(C)CC(=O)c2c(n(-c3cccc4ccccc34)ccc2=O)C1	-11	-10	.	-33	1.6	0.2	1.8	-5	-11
COc1cc(OC)c(OC)cc1/C=N/NC(=O)c1cc(-c2cccn2C)n[nH]1	-5	6	-0.19	-20	-5.9	0.3	0.8	-4	-8
COc1ccc(S(=O)(=O)N2CCCCCC2)cc1N(C)S(=O)(=O)c1ccccc1	-5	3	-0.66	19	1.5	0.2	0.4	-2	-7
CC(C)COC(=O)/C(C#N)=C/c1c[nH]c2ccccc12	-9	-12	0.81	-155	1.6	1.6	0.9	6	-60
O=C(CN1CCN(S(=O)(=O)c2ccc(F)cc2)CC1)Nc1cccc(C(F)(F)F)c1	-13	.	-1.3	-5	2.3	3.0	-1.1	-1	-12
Cc1csc2c(N3CCN(C(=S)Nc4ccc(C(F)(F)F)cc4)CC3)ncnc12	-11	.	-0.93	-9	1.1	0.6	0.3	-5	-1
Cc1cccc(C)c1NC(=O)C(c1ccc([N+](=O)[O-])cc1)N1CCCCC1 (stereo unspecified)	-7	-8	-1.6	2	-0.4	0.4	0.5	-11	-26
O=C(CSc1nccc(=O)[nH]1)Nc1ccc(Br)c(Cl)c1	2	-10	-2.2	-14	-0.4	-0.9	0.6	-2	-8
CCn1c(C)nc2cc(C(=O)N/N=C/c3ccc(OC)c(O)c3)ccc21	-5	-3	-0.24	-8	0.3	0.1	1.0	-2	1
Cc1ccc2nc(NC(=O)CCn3c(=O)sc4ccccc43)sc2c1	-11	9	.	-35	1.2	2.0	-0.1	3	-15
CCCCn1c(SCC(N)=O)nc2c(sc3ccccc32)c1=O	-13	-1	0.6	-26	-3.6	0.1	-0.4	4	2
CSc1ccc(Cn2nnc(C(=O)NCCc3ccc(Cl)cc3)c2N)cc1	.	6	0.77	0	2.4	0.2	1.1	-3	-8
COc1ccc(-c2cc(C(F)(F)F)nc(NCc3cccnc3)n2)cc1	-24	-4	-0.081	-95	3.7	-0.2	-0.7	3	-14
O=C(CN(C1CCCCC1)S(=O)(=O)c1ccc(Cl)cc1)N1CCOCC1	-12	-6	0.2	-40	-0.2	-0.2	-1.2	-4[fluorescence artefact?]	-22
Cc1[nH]nc(Nc2ccc(O)cc2)c1[N+](=O)[O-]	-16	.	-0.0037	-23	0.2	2.4	1.0	-5	7
O=C(CNC(=O)c1ccccc1)N/N=C/c1cc(Br)ccc1O	.	.	-0.24	-128	-9.6	2.2	0.4	1	-4
COc1ccccc1NC(=O)CN1CCN(CC(=O)Nc2cc(NC(C)=O)ccc2OC)CC1	.	-2	.	-39	1.1	0.1	0.0	3	-12
CCOc1ccccc1OCC(=O)Nc1nnc(COC)s1	2	-4	-0.012	19	1.3	-0.2	0.1	2	5
Cc1ccc(NS(=O)(=O)c2ccc(NC(=O)c3cccs3)cc2)cc1	-10	-6	.	-45	-0.5	0.9	0.0	1	-5
COC(=O)c1sc(NC(=O)COc2ccc(OC)cc2)nc1C	.	-2	0.33	.	-0.9	-0.4	0.4	.	.
O=c1c2ccccc2c2c(O)nc(-c3ccccc3)n2n1Cc1ccccc1	-7	-1	0.46	-55	1.9	-0.5	1.1	-8	31
CCSc1nc2ccc(N3C(=O)C4C5C=CC(C5)C4C3=O)cc2s1 (stereo unspecified)	-11	3	0.33	9	2.2	0.7	-0.5	6	-44
O=C(C[n+]1ccc(C(=O)NCCCO)cc1)c1cccc(Br)c1	-6	-5	0.42	0	0.4	-0.1	1.7	-4	-20
O=C(Nc1ccccc1N1CCN(c2ccccc2)CC1)c1ccccc1	-9	6	-0.78	-1	-0.1	1.8	0.1	-2	6
COc1ccc(CNC(=O)C2CCN(C(=O)N(C)C)CC2)c(OC)c1	9	2	0.21	-44	-0.2	0.1	-0.6	-10	-11
Cc1[nH]nc(N=CC2=C(O)CC(c3ccco3)CC2=O)c1-c1ccccc1 (stereo unspecified)	-8	-2	.	-18	-0.3	-0.9	0.3	0	-7
CCCCC(=O)N(Cc1ccc(-c2ccccc2-c2nn[nH]n2)cc1)[C@H](C(=O)O)C(C)C	.	1	0.73	-8	.	.	0.3	0	-7
CCCCCn1c(SCCOCC)nc2c1c(=O)[nH]c(=O)n2C	-11	2	-1.9	-36	-1.9	-0.1	0.0	-2	-12
COc1ccc(Br)cc1CNC(=O)C1CCC(=O)N1C(C)C (stereo unspecified)	.	-3	0.39	.	0.5	-0.2	1.2	.	.
O=C(c1nn2cccnc2c1Cl)N1CCN(c2ccccc2)CC1	12	0	0.41	-37	-1.6	-0.4	0.8	-8	2
Cc1cc(C)cc(NC(=S)NC2CC3CCCC(C2)N3CC(C)C)c1 (stereo unspecified)	-4	-3	0.85	-4	-2.5	-2.2	0.1	-1	-18
S=C(NCCN1CCOCC1)Nc1ccccc1Cl	2	-6	0.17	-4	-3.2	-0.5	0.4	4	-10
